Vif-A3G inh: qHTS for Inhibitors of Vif-A3G Interactions: qHTS. HeLa A3G-eYFP + Vif (tagged APOBEC3G with the HIV-1 protein that degrades it), YFP fluorescence, overnight. Potency, µM (doses to about 46.1 µM), for inactives: at the highest dose activity, negative = active, usual class: inhibitors. actives 0.076% (n = 410,000);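 further: potency means the concentration at half of the fitted maximal effect; on the % scale 0 is the no-effect control and ±100 the full control effect; nearly all actives have a fitted effect of over 60% in size; hits raise eYFP signal because A3G escapes Vif-driven loss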
Target sequence (Q9HC16 whole entry, looked up): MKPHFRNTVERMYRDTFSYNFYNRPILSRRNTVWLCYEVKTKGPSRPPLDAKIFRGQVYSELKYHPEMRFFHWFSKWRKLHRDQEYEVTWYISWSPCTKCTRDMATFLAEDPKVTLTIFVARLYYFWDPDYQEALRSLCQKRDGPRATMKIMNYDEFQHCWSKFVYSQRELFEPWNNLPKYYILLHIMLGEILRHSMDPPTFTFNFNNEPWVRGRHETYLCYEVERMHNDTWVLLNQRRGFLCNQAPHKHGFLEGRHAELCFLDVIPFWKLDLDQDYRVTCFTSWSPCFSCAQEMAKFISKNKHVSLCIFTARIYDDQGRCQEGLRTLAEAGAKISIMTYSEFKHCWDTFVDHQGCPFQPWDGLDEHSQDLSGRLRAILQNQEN
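Read-out is eYFP fluorescence (Ex 488/Em 500-530) from Vif-expressing HeLa A3G-eYFP cells; more signal means A3G escaped Vif-mediated degradation. Cells plated overnight, compound pinned in, incubated overnight at 37 deg C.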
D1 potentiator: Potentiators of Human D1 Dopamine Receptor: qHTS. actives 0.036% (n = 360,000). HEK293 TREx D1 cells, calcium flux, dopamine EC20 potentiation. potentiation, % at 10 µM. AID 504651, 2011; in the data active means potentiation above about 30%; further: 0% is about no effect
D1 agonist: Allosteric Agonists of the Human D1 Dopamine Receptor: qHTS | D(1A) dopamine receptor (Homo sapiens), P21728 | HEK293 T-REx D1 cells, calcium flux, agonist mode | activation, % at 2 µM | actives 1% (n = 360,000) | AID 504660, 2011; in the data active means activation above about 30%; further: 0% is about no effect
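Tetracycline-induced HEK293 TREx D1 cells, force-coupled to calcium signalling, were dye-loaded with a no-wash calcium kit. Compound was pin-added after a 10 s baseline. Fluorescence was read kinetically at 1 cycle/s for 180 s, with calcium rises flagged as agonism.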
RXFP1 antagonist: qHTS Assay for Antagonists of the Relaxin Receptor RXFP1; HEK293-RXFP1, relaxin-stimulated cAMP HTRF, 30 min; hits give low values; activity change, negative = inhibition, % at 57.5 µM; actives 0.59% (n = 350,000); AID 1259400, 2018;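 active means activity change of -60% or lower, but not beyond a set lower limit; inconclusive means change between -60% and -40%, or beyond the set limit; inactive means change above -40%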; further: on the % scale 0 is the no-effect control and ±100 the full control effect
RXFP1 agonist: qHTS Assay for Agonists of the Relaxin Receptor RXFP1. Relaxin receptor 1 (Homo sapiens), Q9HBX9. HEK293T-RXFP1 cAMP TR-FRET, 30 min; response scale: percent of porcine relaxin response, buffer zero. Potency, µM (top dose mostly 57.5 µM), for inactives: top-dose activation, usual class: activators. actives 0.3% (n = 370,000). AID 2676, 2010; further: potency means the concentration at half of the fitted maximal effect; on the % scale 0 is the no-effect control and ±100 the full control effect; nearly all actives have a fitted effect of over 60% in size; many of its hits are not listed in these tables
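Agonist response is measured as cAMP accumulation in an RXFP1-transfected HEK293T line under PDE4 inhibition. Values are scaled between buffer-only and 29 nM porcine relaxin, and EC50s come from standard Hill equation fits.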
D2 potentiator: HTS Assay for Positive Allosteric Modulators of the Human D2 Dopamine Receptor: Primary Screen for Potentiators; potentiation, % at 10 µM; AID 485347, 2010; actives 0.34% (n = 340,000); HEK293 T-REx D2, calcium flux, EC20 dopamine potentiation;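 active means potentiation over 3 SD above the plate norm, cut at about 30% in these data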; further: 0% is about no effect
Target sequence (P14416 whole entry, looked up): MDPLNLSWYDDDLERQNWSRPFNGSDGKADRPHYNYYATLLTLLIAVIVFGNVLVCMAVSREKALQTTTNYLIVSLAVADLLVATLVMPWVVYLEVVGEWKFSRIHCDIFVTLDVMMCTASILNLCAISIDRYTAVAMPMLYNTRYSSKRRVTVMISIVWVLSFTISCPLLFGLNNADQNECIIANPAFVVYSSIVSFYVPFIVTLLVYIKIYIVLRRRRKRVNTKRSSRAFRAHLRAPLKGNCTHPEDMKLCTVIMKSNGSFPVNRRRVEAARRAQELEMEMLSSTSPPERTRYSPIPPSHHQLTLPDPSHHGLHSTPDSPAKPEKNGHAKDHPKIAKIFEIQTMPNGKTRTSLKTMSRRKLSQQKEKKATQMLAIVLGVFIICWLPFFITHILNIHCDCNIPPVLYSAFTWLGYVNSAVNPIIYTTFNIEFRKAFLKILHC
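Primary screen. Calcium kinetics in induced HEK293 T-REx D2 cells: compound pre-addition 180 s, EC20 dopamine, 180 s more.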
GRP78 ERSR act: qHTS for Inducers of the Endoplasmic Reticulum Stress Response (ERSR) in Human Glioma: qHTS; U87-MG GRP78 promoter luciferase reporter, 16 h; Potency, µM, without a hit: at the highest dose activation, hits mostly activators; actives 0.02% (n = 420,000); AID 602332, 2012; further: potency means the concentration at half of the fitted maximal effect; series mostly up to about 76 µM; % of control where 0% means no effect; nearly all actives have a fitted effect of over 35% in size
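Stably transfected U87-MG glioma cells carrying a GRP78-based luciferase sensor; 16 h compound incubation. Luminescence end-point read 10 min after Bright-Glo addition at room temperature.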
D1 antagonist: Antagonist of Human D 1 Dopamine Receptor: qHTS; D(1A) dopamine receptor (Homo sapiens), P21728; actives 3.2% (n = 360,000); HEK293 TREx D1 cells, calcium flux, dopamine EC80; hits give low values; activity change, negative = inhibition, % at 10 µM; in the data active means activity change below about -30%; further: on the % scale 0 is the no-effect control and ±100 the full control effect
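Compound effects on dopamine-evoked calcium signalling were measured in tetracycline-induced HEK293 Trex D1 cells. Dopamine at EC80 followed a 180 s compound pre-read, and fluorescence was tracked kinetically for 180 s more.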
Vif-A3F inh: qHTS for Inhibitors of Vif-A3F Interactions: qHTS; HeLa A3F-eYFP + Vif (tagged APOBEC3F with the HIV-1 protein that degrades it), YFP fluorescence increase; Potency, µM (titrated, usually from 46.1 µM), for the others: at the top dose activity, negative = active; actives 0.2% (n = 390,000); AID 602313, 2012; further: potency means the concentration at half of the fitted maximal effect; % of control where 0% means no effect; nearly all actives have a fitted effect of over 65% in size
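HeLa cells stably expressing Vif plus C-terminally eYFP-tagged A3F were seeded, incubated overnight at 37 deg C, dosed with compound, incubated overnight again at 37 deg C. Yellow fluorescence (Ex 488/Em 500-530) reported blocked Vif-mediated A3F-eYFP degradation.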
* hit, by the source's call; ? = inconclusive; · = no result given. Unless noted, the call rests on the fitted dose curve; in most records, active means well fitted curve in the direction sought with a large enough effect; inconclusive means small, poorly fitted or top-dose-only effect, or another doubt; inactive means no such curve, though single readings can be large; an effect the other way counts as inactive or inconclusive.

Values run as follows: RXFP1 agonist, Vif-A3G inh, RXFP1 antagonist, GRP78 ERSR act, D2 potentiator, D1 potentiator, Vif-A3F inh, D1 antagonist, D1 agonist
- Cc1ccc2cc(NC(=O)c3cccc(F)c3)ccc2n1
  -0.7%, 0%, -5, -5%, -9, 0, 4%, -4, 1
- Cc1ccc(N(C)C(=O)Cn2ncc3c([nH]c4ccccc43)c2=O)cc1C
  0.4%, -6%, -6, 0%, 0, 2, 0%, 1, -1
- CCC(CC)C(=O)Nc1cccc(S(=O)(=O)c2cccc(NC(=O)C(CC)CC)c2)c1
  11%, 2%, -8, 2%, 16, 4, -1%, -6, 13
- O=C(CN(CC1CCCO1)C(=O)CNS(=O)(=O)c1ccc(F)cc1)NCc1ccco1 (stereo not drawn)
  -2.2%, 5%, -1, -4%, 6, -1, -21%, 0, 1
- O=C(NC1CCC(O)CC1)c1ccc(NS(=O)(=O)c2cccc([N+](=O)[O-])c2)cc1 (stereo not drawn)
  2.2%, 5%, 3, -4%, 12, 3, 1%, 3, 4
- CC1CCCCC1NC(=O)/C(C#N)=C/c1ccccc1F (stereo not drawn)
  2.3%, ?, ?, -14%, 24, -3, -27%, 6, 1
- O=C1c2[nH]nc(-c3ccccc3O)c2C(c2ccc(Cl)cc2)N1CCc1ccccc1 (stereo not drawn)
  -1.2%, -4%, -14, -10%, -3, 2, -1%, 8, 5
- COc1ccc(C=O)cc1COc1ccc(C)cc1[N+](=O)[O-]
  1.9%, ?, 12, -1%, -12, -4, -7%, 3, 5
- Cc1nc(-c2ccc(F)cc2)c(CC(=O)N(C)CC(=O)Nc2ccc(Cl)c(C(F)(F)F)c2)s1
  ·, -8%, -10, -5%, ·, ·, -15%, ·, ·
- COCCNC(=S)NCCc1ccc(Cl)cc1Cl
  1.1%, -7%, -4, -2%, -5, -6, -3%, -16, 2
- O=C(COc1ccccc1)N1CCN(S(=O)(=O)Cc2ccccc2)CC1
  1.1%, 0%, -3, -1%, 7, -2, 1%, 1, 2
- O=C(O)c1ccccc1C(=O)Nc1n[nH]c(=S)s1
  2.7%, 2%, 1, -1%, 0, 5, 0%, 7, 3
- COc1cc(/C=C2\SC(=S)NC2=O)ccc1OS(=O)(=O)c1ccccc1
  -3.7%, ·, ·, ·, -2, -13, ·, -9, 16
- COc1ccc(NC(=S)NCc2ccc(Cl)cc2)c(OC)c1
  0.5%, 1%, 5, 0%, -6, 1, 13%, -3, 3
- O=C(c1ccc(-c2nnc(Nc3cccc(Cl)c3)c3ccccc23)cc1)N1C[C@H]2C[C@H](C1)c1cccc(=O)n1C2
  3.3%, ?, -1, 4%, -11, -2, 1%, 1, 0
- COc1ccc(C(=O)Nc2nncs2)c(OC)c1
  29%, 6%, 11, 1%, -1, 4, -10%, 8, 1
- Fc1ccc(Nc2ncnc3sccc23)cc1
  0.6%, -4%, -28, 3%, ·, -11, -16%, 7, 3
- Cc1ccc(CNC(=O)CS(=O)Cc2nc(-c3cccs3)oc2C)cc1 (stereo not drawn)
  -0.4%, 0%, -8, 0%, -2, -2, -23%, -2, 2
- O=C1CC(N2CCN(S(=O)(=O)c3ccc(Cl)cc3)CC2)C(=O)N1CCc1ccccc1 (stereo not drawn)
  0.7%, -3%, -16, -3%, 4, -1, 1%, -1, 0
- Nc1ccccc1NC1=CC(=O)CC(c2ccco2)C1 (stereo not drawn)
  -0.5%, -6%, -10, -4%, -3, 4, -3%, -2, 2
- CCOC(=O)CC(NC(=O)c1ccccc1)c1ccc(OC)cc1 (stereo not drawn)
  1.7%, 0%, 11, -4%, 5, -2, 12%, -3, 9
- Cc1ccc(C(=O)NC2CCCCNC2=O)cc1 (stereo not drawn)
  0.4%, 0%, -1, 2%, -12, -5, -2%, 6, 1
- CCN1CCN(c2ccc(S(=O)(=O)N3CCCCC3)cc2N)CC1
  0.2%, 0%, -9, -4%, ·, 0, -7%, 16, 4
- CC(C)Sc1nnc([C@@H]2CCCN2C(=O)OC(C)(C)C)o1
  -1.7%, -4%, -5, -3%, 13, -10, -11%, 1, 0
- CSCC[C@H](NC(=O)N1CCn2c1nc1ccccc12)C(=O)NCC1CCCO1 (stereo partly drawn)
  -0.2%, -7%, 5, -2%, 7, 4, 5%, -2, 3
- Cc1ccc(NC(=O)CN(C)C(=O)COC(=O)COc2ccc(C#N)cc2)cc1
  0.7%, -2%, 8, -3%, -4, 2, -7%, 8, 1
- N/C(Cc1ccc([N+](=O)[O-])cc1)=N\OC(=O)c1ccc([N+](=O)[O-])cc1
  2.8%, -1%, ·, 0%, 12, -2, 3%, -4, 2
- COCc1cc(C)nc(OC)c1C(N)=O
  -2.0%, 7%, 1, -3%, -7, 0, 7%, -14, 5
- COc1cccc(NC(=O)CCC2CCN(C(=O)Cc3cccc(F)c3)CC2)c1
  -0.1%, -2%, -4, -3%, -5, -4, 3%, -27, 4
- COc1ccc(Cl)cc1NC(=S)NCCc1ccc(S(N)(=O)=O)cc1
  0.5%, 0%, -2, -1%, -3, 7, -3%, -9, -1
- Cc1ccsc1C(=O)OC(C)C(=O)NC1CCCCC1C (stereo not drawn)
  0.4%, 0%, -1, 0%, -3, -2, -12%, 3, 1
- O=C(Nc1cc2c3c(c1)CC(=O)N3CCC2)c1ccccc1C(F)(F)F
  0.8%, -1%, 5, -5%, 0, -6, -1%, 14, 4
- CCC(CC)C(=O)Nc1ccc(S(=O)(=O)Nc2nccs2)cc1
  -1.9%, -3%, 4, 2%, -4, 7, -1%, -1, 3
- COc1ccc(N(CC(=O)NCCC2=CCCCC2)S(C)(=O)=O)cc1OC
  -0.5%, -1%, 0, -4%, -5, -4, -2%, 4, 2
- O=C1c2ccccc2C(=O)N1CCc1ccccn1
  3.2%, 1%, 3, 0%, 3, -5, -4%, 10, 3
- O=Cc1ccc(N2CCCC2)c([N+](=O)[O-])c1
  3.1%, 0%, -19, -4%, 2, 0, ?, 7, 1
- O=C(NCC1CC1)Nc1cccc(Cl)c1
  0.5%, -1%, -1, 12%, ·, 6, -14%, -6, 3
- O=C(c1cc(-c2cccc(Cl)c2)on1)N1CCCCC1
  1.8%, 2%, -10, -3%, ·, 0, -5%, -2, 6
- O=C(N/N=C/C(Cl)=C\c1ccccc1)c1cnccn1
  0.1%, -12%, -19, 5%, 0, -4, ?, -29, 4
- CC(NC(=O)CN(C)Cc1nc2ccccc2c(=O)[nH]1)c1ccccc1 (stereo not drawn)
  0.6%, 1%, -8, 5%, -4, 2, 19%, 2, 5

Taken from the listing (two entries):
Values run as follows: RXFP1 agonist, Vif-A3G inh, RXFP1 antagonist, GRP78 ERSR act, D2 potentiator, D1 potentiator, Vif-A3F inh, D1 antagonist, D1 agonist
- O=C1c2ccccc2C(=O)N1CCc1ccccn1
  3.2%, 1%, 3, 0%, 3, -5, -4%, 10, 3
- O=Cc1ccc(N2CCCC2)c([N+](=O)[O-])c1
  3.1%, 0%, -19, -4%, 2, 0, ?, 7, 1

(further entries)
Values run as follows: RXFP1 agonist, Vif-A3G inh, RXFP1 antagonist, GRP78 ERSR act, D2 potentiator, D1 potentiator, Vif-A3F inh, D1 antagonist, D1 agonist
- COc1ccc(S(=O)(=O)N2CCN(C(=O)c3oc4ccccc4c3C)CC2)cc1
  1.5%, -5%, -10, -6%, -6, 5, -12%, -8, 0
- CC(C)CCNC(=O)c1ccc2nc(Cc3ccccc3)oc2c1
  2.1%, -4%, -13, -1%, 17, 4, -7%, 4, 13
- Cc1cccc(-n2ncc(C(=O)N3CCN(c4ccc(C)cc4C)CC3)c2C2CCN(C(=O)OC(C)(C)C)CC2)c1
  1.6%, 4%, -10, -4%, 4, 3, 0%, 2, 1
- CCCn1c(N2CCN(CC(=O)c3c(C)n(C)c4ccccc34)CC2)nc2c1c(=O)[nH]c(=O)n2C
  0.4%, -5%, -3, -3%, 26, -1, 4%, 11, 3
- CCCn1nnc(NC(=O)c2cc(Br)cc(Br)c2OC)n1
  -0.3%, -8%, -11, 0%, 11, 1, 4%, -5, 0
- CC(C)c1ccc(C(=O)OCC(=O)Nc2cccc(S(=O)(=O)NC3=NCCC3)c2)cc1
  ·, 0%, -3, -2%, ·, ·, 0%, ·, ·
- Cc1cc(C(=O)COC(=O)c2ccc(CO)cc2)c(C)n1CC1COc2ccccc2O1 (stereo not drawn)
  2.6%, -5%, ?, -7%, 10, 2, -8%, -6, 11
- COc1cc(-c2ccno2)ccc1S(=O)(=O)N1CCN(c2ccc(C(C)=O)cc2)CC1
  1.3%, 2%, -4, -2%, 3, -3, 2%, 8, 14
- Cc1ccc(S(=O)(=O)NNC(=O)Nc2ccccc2F)c(C)c1
  5.3%, -6%, 10, -5%, -2, -8, 1%, 1, 2
- O=C(COC(=O)c1ccc(O)cc1)NCCCc1ccccc1
  -0.3%, 1%, -10, 2%, 4, -4, 3%, -5, 4
- c1ccc(OCc2nc3ccccc3s2)cc1
  0.0%, 2%, -2, 4%, 2, 2, -3%, 3, 4
- CCCCN(C(=O)C(C)Oc1cccc(Cl)c1)c1c(N)n(CCC)c(=O)[nH]c1=O (stereo not drawn)
  0.2%, -2%, -4, -3%, ·, 0, 2%, -1, 3

Assay outcomes from PubChem BioAssay.

These rows are one share of the data, so the mix of outcomes need not match the whole.
